Compound activity deposited in PubChem by Fisher Drug Discovery Resource Center.
NPYLR7 ag: agonists of mosquito NPYLR7 receptor, primary screen, cell-based, Aedes aegypti, calcium fluorescence, mosquito biting behavior; activation, % at 10 µM; HEK293T NPYLR7/Galpha15, GCaMP6s calcium fluorescence; Aedes aegypti neuropeptide Y-like receptor 7 (NPYLR7); AID 1259423, 2018; hit rate 0.15% among 270,000; in the data active means activation above about 40%;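 further: 0% = vehicle and 100% = reference agonist at the receptor; some compounds past the cut are filed as inactive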
mcGAS inh: cyclic GMP-AMP synthase inhibitors, mouse, primary biochemical chemiluminescence | recombinant cGAS, Kinase-Glo ATP depletion luminescence | inhibition, % at 12.5 µM | hit rate 0.15% among 160,000 | Q8C6L5 | AID 1259399, 2018;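 further: 0% = negative control wells and 100% = reference inhibitor with no enzyme activity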
hcGAS lum: Primary biochemical luminescence assay for human cyclic GMP-AMP synthase inhibitors; Q8N884; recombinant h-cGAS, ATP depletion, Kinase-Glo luminescence; inhibition, % at 12.5 µM; hit rate 0.081% among 290,000;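 further: 0% = vehicle reaction and 100% = reaction without DNA for no activity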
Target sequence (Q8N884 whole entry, looked up): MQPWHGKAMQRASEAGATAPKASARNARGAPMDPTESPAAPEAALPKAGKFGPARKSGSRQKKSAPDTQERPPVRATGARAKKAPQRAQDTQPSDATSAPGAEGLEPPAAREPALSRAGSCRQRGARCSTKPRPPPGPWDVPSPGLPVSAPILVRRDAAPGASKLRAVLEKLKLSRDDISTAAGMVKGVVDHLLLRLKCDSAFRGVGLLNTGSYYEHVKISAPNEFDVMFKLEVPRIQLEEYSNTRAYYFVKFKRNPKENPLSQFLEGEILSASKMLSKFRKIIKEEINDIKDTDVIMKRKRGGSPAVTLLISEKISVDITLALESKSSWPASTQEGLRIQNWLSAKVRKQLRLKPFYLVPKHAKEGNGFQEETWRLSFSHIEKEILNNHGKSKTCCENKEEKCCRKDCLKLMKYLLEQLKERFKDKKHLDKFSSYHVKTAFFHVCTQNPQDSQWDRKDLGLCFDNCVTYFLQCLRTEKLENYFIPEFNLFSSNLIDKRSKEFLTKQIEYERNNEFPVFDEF
Starred values were filed as active, the others as inactive; nt = no result given; & = joins results of further samples. Unless noted, no stated cut-off is given here; in the data, active means inhibition above about 40%; inactive means the rest.

Below each compound – NPYLR7 ag	hcGAS lum	mcGAS inh
CC(C)(C)OC(=O)NC(CC(=O)O)c1ccc(F)cc1 (stereo not drawn)
    -1	-3	-4
CC1CN(C)CCN1C(=O)c1cccn1Cc1ccncc1 (stereo not drawn)
    5	-9	nt
Cc1onc(-c2ccccc2Cl)c1C(=O)Nc1ccccc1Cl
    -2	-10	-4
Nc1nc(Nc2ccccc2Br)nc(C(F)(F)F)n1
    1	-9	nt
O=C(NCc1ccc(Cl)cc1)C1CCCN(S(=O)(=O)c2ccc(Br)s2)C1 (stereo not drawn)
    3	-6	-7
CN(C)CCN(C)C(=O)Nc1cnn(-c2ccccc2F)c1
    -23	-1	nt
CCc1ccc(-c2cc3c(=O)[nH]nc(SCC(=O)NCCc4ccc(OC)c(OC)c4)n3n2)cc1
    -1	-6	-10
CC(C)c1cc(CN(C)C(=O)CCc2nc3ccccc3[nH]c2=O)on1
    -1	-3	nt
Cc1c(C)c(C)c(S(=O)(=O)N2CCCC2C(=O)N(C)C)c(C)c1C (stereo not drawn)
    -3	2	nt
CCn1cc(CN2CCCC(C(=O)Nc3cccc(-n4cccn4)c3)C2)cn1 (stereo not drawn)
    11	-3	nt
Cc1ccc(NC(=O)N2CCN(c3ccc(Cl)cc3C)C(=O)C2C)cc1 (stereo not drawn)
    -2	-8	-7
Cc1cccc(NC(=O)C2CCN(c3ccc(-c4cccs4)nn3)CC2)n1
    -9	-2	-7
COCCNC(=O)Cn1nc(C)c([N+](=O)[O-])c1C
    1	-4	-5
Cc1cncc(C(=O)Nc2ccc(NC(=O)c3ccc(C)o3)cc2)c1
    -3	-5	nt
Cc1nc(C(=O)NC(c2ccncc2)c2ccccc2C)cs1 (stereo not drawn)
    3	-7	nt
O=C(O)CCCNS(=O)(=O)c1ccc(Br)s1
    2	-7	nt
COc1ccc(-n2nc(-c3ccccc3)c3c2N(CC(=O)Nc2ccccc2)C(=O)CSC3c2ccc(OC)c(OC)c2)cc1 (stereo not drawn)
    -1	3	-3
CN(Cc1ccccc1)Cc1nc2scc(-c3ccccc3Cl)c2c(=O)[nH]1
    1	-2	-7
COCC(=O)N1CCN(C(=O)c2cn(C(C)C)cc3c(=O)n(-c4ccccc4)nc2-3)CC1
    -5	-4	-4
C=CCN(Cc1nccn1Cc1ccc(F)cc1)C(=O)c1ccc(F)cc1
    9	-2	-4

The last 5 entries of the part before lead into the next:
Below each compound – NPYLR7 ag	hcGAS lum	mcGAS inh
O=C(O)CCCNS(=O)(=O)c1ccc(Br)s1
    2	-7	nt
COc1ccc(-n2nc(-c3ccccc3)c3c2N(CC(=O)Nc2ccccc2)C(=O)CSC3c2ccc(OC)c(OC)c2)cc1 (stereo not drawn)
    -1	3	-3
CN(Cc1ccccc1)Cc1nc2scc(-c3ccccc3Cl)c2c(=O)[nH]1
    1	-2	-7
COCC(=O)N1CCN(C(=O)c2cn(C(C)C)cc3c(=O)n(-c4ccccc4)nc2-3)CC1
    -5	-4	-4
C=CCN(Cc1nccn1Cc1ccc(F)cc1)C(=O)c1ccc(F)cc1
    9	-2	-4
CCc1nnc(CN(C(=O)c2[nH]c3c(C)cc(C)cc3c2C)C(C)C)o1
    0	-3	-8
Cn1cnc2c1c(=O)[nH]c(=O)n2C
    -10&4&1&-1	-1&2&3&-1	-5&-3&-2
COc1ccc(OC)c(NC(=O)c2ccc(-n3nc(C)cc3C)cc2)c1
    6	-1	-2
CCOC(=O)N1CCN(C2CCCN(Cc3cccc(-c4ccco4)c3)C2)CC1 (stereo not drawn)
    21	-10	nt
O=C(C1COc2ccccc2O1)N1CCC(c2nc3cc(Cl)ccc3s2)CC1 (stereo not drawn)
    -3	-4	-9
Cc1cc(S(=O)(=O)NCc2ccccc2Cl)ccc1F
    2	-2	nt
COCc1ncc(CN2CCC(Cc3nnc(SC)n3C)CC2)cn1
    14	-5	nt
CCc1c(C)sc(NC(=O)c2noc(C)c2[N+](=O)[O-])c1C#N
    9	-5	0
Cn1ccc(C(=O)Nc2ccc(C(=O)O)cc2)n1
    -9	-11	-8
FC(F)(F)c1nnc2ccc(N3CCN(Cc4ccsc4)CC3)nn12
    24	0	nt
CCC(=O)N1CCSC12C(=O)N(Cc1ccccc1Cl)c1ccc(C)cc12 (stereo not drawn)
    18	-5	-5
CCOC(=O)C1CCCN(C(=O)c2nn(-c3ccc(OC)cc3)c(=O)n(Cc3ccccc3F)c2=O)C1 (stereo not drawn)
    -3	1	0
Cc1ccc(S(=O)(=O)NC(C)c2ccc(Cl)cc2Cl)s1 (stereo not drawn)
    0	-17	nt
CCN1CCN(CC(=O)NCc2ccc3[nH]c(-c4ccccc4F)c(C)c3c2)CC1
    20	-12	nt
O=C(COc1ccc(F)cc1)N1CCN(S(=O)(=O)c2ccccc2Cl)CC1
    1	-1	-1
O=S1(=O)C=CC(N(CCOc2ccccc2)Cc2ccccc2)C1 (stereo not drawn)
    12	-5	nt
CC1(C)C2CC=C(C=Nn3c(-c4ccc(OC(F)F)cc4)n[nH]c3=S)C1C2 (stereo not drawn)
    -3	-8	-5
C[S@](CC(=O)O)=c1c(=O)c2ccccc2c1=O
    9	-3	nt
CCN(C(=O)c1cc(Cl)c2cccc(Br)c2n1)C1CCCC1
    -1	6	-1
Cc1cccc(NC(=O)CSc2nc(N)c(NC(=O)c3ccc(C(F)(F)F)cc3)c(=O)[nH]2)c1C
    5	-5	-5
CC(Cc1ccc(N(C)C)cc1)NC(=O)CNC(=O)CC(C)(C)C (stereo not drawn)
    4	4	-2
CC(C)c1cccc(Oc2cc(C(C)C)nc(SCc3ccc(C(F)(F)F)cc3)n2)c1
    22	-4	-6
O=C(c1cccs1)N(Cc1nccn1Cc1ccc(Cl)cc1Cl)C1CCCCC1
    3	-2	-7
CN1CCC(CCC(=O)N2CCN(Cc3ccoc3)C(CCO)C2)CC1 (stereo not drawn)
    nt	-12	-6
Cc1nc2c(C)cccn2c(=O)c1NC(=O)c1cccc(C(F)(F)F)c1
    5	-18	nt
O=C(CN1C(=O)NC2(CCCc3ccccc32)C1=O)NC1CCSc2ccccc21 (stereo not drawn)
    7	-2	nt
CCn1c(C2CCN(C(=O)c3sc(C(C)C)nc3C)CC2)n[nH]c1=O
    14	-7	nt
Cc1ccc(C(=O)N2CCC(Cc3cccc(C(=O)O)c3)CC2)c(=O)n1C
    3	-7	nt
Cc1sc2nc(Cn3cnc4c3c(=O)n(C)c(=O)n4C)[nH]c(=O)c2c1C
    -4	4	nt
CC(=O)NC(C(=O)O)=C(Cl)Cl
    5	-3	nt
CCOC(=O)C1C2C=CC3(CN(C(C)CC)C(=O)C13)O2 (stereo not drawn)
    0	-7	nt
Cc1ccc(C(C)C)c(OCCn2c(CO)nc3ccccc32)c1
    0	-1	1
COc1cccc(C(CN2CCN(C(=O)COCc3ccccc3)CC2)OCc2ccc(C#N)cc2)c1 (stereo not drawn)
    2	-1	-2
O=S(=O)(Nc1ccc(F)cc1F)c1cccc2nsnc12
    0	7	nt
CCOC(=O)C1(Cc2cccc(Cl)c2)CCCN(Cc2ccon2)C1 (stereo not drawn)
    1&-3	6&-4	-5
O=C(COCC(=O)N1CCOCC1)N1CCOCC1
    -2	-3	nt
CCc1cc(N2CCCC2)nc(SCc2ccc(C(=O)N3CCOCC3)o2)n1
    -8	-7	-7
COc1ccc(C2=NN(C(C)=O)C(c3c(OC)ccc4ccccc34)C2)cc1 (stereo not drawn)
    0	13	nt
NC(=O)Cn1c(C2CC2)nnc1S(=O)(=O)Cc1ccc(F)c(Br)c1
    2	-6	nt
CC1Cc2cc(-c3cc(CNC(=O)/C=C\c4ccccc4)no3)ccc2O1 (stereo not drawn)
    3	2	nt

Exported as labelled records: entries from further up.
CN1CCC(CCC(=O)N2CCN(Cc3ccoc3)C(CCO)C2)CC1 (stereo not drawn)
- NPYLR7 ag: nt
- hcGAS lum: -12
- mcGAS inh: -6
Cc1nc2c(C)cccn2c(=O)c1NC(=O)c1cccc(C(F)(F)F)c1
- NPYLR7 ag: 5
- hcGAS lum: -18
- mcGAS inh: nt
O=C(CN1C(=O)NC2(CCCc3ccccc32)C1=O)NC1CCSc2ccccc21 (stereo not drawn)
- NPYLR7 ag: 7
- hcGAS lum: -2
- mcGAS inh: nt

Later entries:
Below each compound – NPYLR7 ag	hcGAS lum	mcGAS inh
COc1ccccc1N1CCN(C2CCCN(C(=O)c3cc4ccccc4n3C)C2)CC1 (stereo not drawn)
    -11	4	0
CN(Cc1ccco1)C(=O)C(C1CCCC1)N1CCN(C(=O)Nc2ccccc2)CC1 (stereo not drawn)
    8	-3	-3
CCN(CC1CCCN(CCc2cccc(F)c2)C1)C(=O)c1ccc2[nH]ccc2c1 (stereo not drawn)
    2	-7	-10
Cc1cccc(C)c1OCc1cc(C(=O)NCc2cnc3ccccc3c2)no1
    2	-8	nt
COCC(NC(=O)Cc1cccnc1)c1ccnn1C (stereo not drawn)
    8	-7	-10
O=C(Nc1ccccc1)c1ccc(Br)c(S(=O)(=O)NC2CCCCC2)c1
    8	4	-6
O=c1[nH]c(Cc2ccc(C(F)(F)F)cn2)nc2sc3c(c12)CCC3
    -4	-7	nt
CC(C)CC(=O)Nc1ccnn1C1CCN(C(=O)CCc2ccccc2Cl)CC1
    17	-8	-12
O=C(NC1CC1)c1cc2n(n1)CCN(Cc1ccccc1C(F)(F)F)C2=O
    -5	-3	-3
COc1ccc(Cc2nnc(N3CCOCC3)[nH]c2=O)cc1
    10	-4	nt
O=C(CCN(Cc1ccco1)c1nc(-c2cccc(Br)c2)nc2ccccc12)Nc1cccc(F)c1
    6	-11	-6
COc1ccc(NC(=O)C(C2CCCC2)N2CCN(C(=O)c3cccc(OC)c3)CC2)cc1 (stereo not drawn)
    -2	1	0
CCCCS(=O)(=O)N(CC(=O)N1CCc2sccc2C1c1ccc(Cl)cc1Cl)CC1CCCO1 (stereo not drawn)
    nt	-2	0
COc1ccc(C(=O)Nc2ccc(Cc3ccncc3)cc2)cc1[N+](=O)[O-]
    5	2	nt
CCCCc1ccc(NC(=O)CSc2nc(CCC)nc3c2c(=O)n(C)c(=O)n3C)cc1
    8	-3	nt
CNc1nc2cnc(Nc3cccc(O)c3)cc2n1-c1ccccc1
    7	-5	-10
CCOC(=O)C1CCCN(CC(=O)N2N=C(c3cccc(OC)c3)CC2c2ccccc2Cl)C1 (stereo not drawn)
    17	-5	-6
C#CCn1c(=NC(=O)C2CCCN2S(=O)(=O)c2cccs2)sc2cc(C(=O)OC)ccc21 (stereo not drawn)
    3	-8	-10
COc1ccc(-n2nnnc2-c2cnc(C(C)(C)C)nc2C(F)(F)F)cc1
    5	-5	nt
CC(C)C(=O)N1CCN(C(=O)c2cc(-c3ccccc3Cl)nc3ccccc23)CC1
    -4	1	nt
Cc1cnc(C(NC(=O)C2CC2c2ccccc2)C2CC2)s1 (stereo not drawn)
    -1	-8	nt
CC(C)c1ccccc1OC1CC2CCC(C1)N2C(=O)c1ccc(CSc2nc3ccccc3o2)cc1 (stereo not drawn)
    15	0	-5
CCOc1cc(/C=C/C(=O)N2CCOc3ccccc32)ccc1OC(F)F
    7	-7	nt
O=C(Nc1cccc(-c2cccc(F)c2)c1)C1CCN(CCCn2cccn2)CC1
    12	0	nt
Cc1ccc(-c2cc(C(=O)N3CCC(C(N)=O)CC3)n(C)n2)cc1C
    -8	-6	-5
Cc1ccc(OCc2cc(C(=O)N(C)CCc3c(C)n[nH]c3C)no2)cn1
    4	-10	nt
COc1ccc(NC(=O)Cn2nc(C)c([N+](=O)[O-])c2C)c(OC)c1
    -6	-3	-6
O=C(NC1CC2CCC(C1)N2CCc1ccccc1)c1c(Cl)cc(Cl)cc1Cl (stereo not drawn)
    1	-4	-7
CCOC(=O)c1cc(CNC2(CN3CCOCC3)CCCC2)on1
    nt	6	1
Cc1ccc(-n2c(C(C)N(Cc3ccccc3)C(=O)COCc3ccccc3)nc3ccccc3c2=O)cc1C (stereo not drawn)
    -6	-9	-4
CCc1c(C)c(C(=O)NCCc2ccccn2)n(Cc2cccc(C)c2)c1C
    -1	-2	-4
Nc1nonc1C(=O)NCCNC(=O)c1ccco1
    2	-12	nt
O=C(Cc1ccc(F)cc1)N(Cc1cccnc1)c1nc2ccc(F)cc2s1
    2	-10	-10
Cc1cc(C(=O)N2CCCC(O)(CN(C)C)CC2)n[nH]1 (stereo not drawn)
    0	-2	-4
CC(=O)Nc1ccc(NC(=O)c2cnc3sc(C)cn3c2=O)cc1
    3	-7	nt
O=S(=O)(Nc1ccc(-c2ccccc2)cn1)c1cccnc1
    8	-4	nt

5 structures out of the list, arranged by SMILES length, falling:
Below each compound – NPYLR7 ag	hcGAS lum	mcGAS inh
Cc1ccc(-n2c(C(C)N(Cc3ccccc3)C(=O)COCc3ccccc3)nc3ccccc3c2=O)cc1C (stereo not drawn)
    -6	-9	-4
O=C(NC1CC2CCC(C1)N2CCc1ccccc1)c1c(Cl)cc(Cl)cc1Cl (stereo not drawn)
    1	-4	-7
CCc1c(C)c(C(=O)NCCc2ccccn2)n(Cc2cccc(C)c2)c1C
    -1	-2	-4
Cc1cc(C(=O)N2CCCC(O)(CN(C)C)CC2)n[nH]1 (stereo not drawn)
    0	-2	-4
Nc1nonc1C(=O)NCCNC(=O)c1ccco1
    2	-12	nt
